Compound activity as filed in PubChem BioAssay.
All columns: NCI-60 one-dose screen, growth in % after 48 h at 10 µM unless noted; 100 = growth as untreated, 0 = no growth, -100 = all killed.
HL-60(TB) = HL-60(TB) leukemia cells. hit rate 9% among 78,000; active = growth percent below 10
Active calls of the source: *; & = joins results of further samples; [ ] = remark or other dose. This is a subset, so the mix of outcomes need not match the whole.

SMILES	HL-60(TB)
COC12C=C/C(=C(/C(=O)OCc3ccncn3)C(=O)CCCCCCCCC3(OC)C=C/C(=C(/C(=O)OCc4ccncn4)C(=O)CCCCCCCC1)O3)O2	-17*
Cc1nc(C(=O)O)c(C)c(=O)[nH]1	98
CN1C(=O)N(C)C2SC(N/N=C/c3ccccc3F)=NC21 (stereo unspecified)	1.5*
COc1ccc(NC(=S)Nc2nc3c(=O)[nH]nc(-c4ccc(Br)cc4)c3s2)cc1	77
CCN1CCN(c2nc(O)c(/C=C3\C=Nc4ccccc43)s2)CC1	98
Nc1ncnc2nc(-c3ccccc3)[nH]c12	90
Clc1ccc(Nc2scc3[n+]2CCC3)cc1	98
Clc1ccc(-c2nc(-c3ccc(-c4nc5ccccc5[nH]4)cc3)no2)cc1	98
O=C(n1ccc2cc(OS(=O)(=O)c3ccccc3)ccc21)C12CC3CC(CC(C3)C1)C2	99
Cc1cc(=O)[nH]c(=O)[nH]1	93
Cc1cn(C(C)C)c(=O)[nH]c1=O	64
O=c1[nH]c2nc(Br)[nH]c(=O)c2[nH]1	121
C=CN1C(=O)c2ccccc2C1=O	98
N#CCCC(Cl)(Cl)Cl	96
CCn1c(O)c(N=NC(=O)c2ccc(S(N)(=O)=O)cc2)c2ccccc21	99
Cc1[nH]c(/C=C/C(=O)c2ccc(C(F)(F)F)c(F)c2)c(C)c1C(=O)N1CCCCC1	100&98
COc1ccc(-c2cc(C(=O)Nc3nc4ccc(F)cc4s3)nc3cc(-c4ccccc4)nn23)cc1	81
COC(=O)c1c2c(c[n+]([O-])c1C)C(=O)C=CC2=O	28
CN1CCC(Nc2ccc(C(=O)Nc3cc(-c4ccc5c(c4)OCO5)[nH]n3)cc2)CC1	45
Nc1c(O)ccc2ccccc12	100
Nc1[nH]n2cc(-c3ccc(Cl)cc3)nc2c1N=Nc1ccc(S(N)(=O)=O)cc1	94
O=c1c2cccc3c(NCCO)ccc(c32)c2nc3ccccc3n12	109
O=C(O)c1c[nH]c2ccc([N+](=O)[O-])cc2c1=O	98&127
CCN(CC1CN(C(C)(C)c2ccc(OC)cc2)C1)C(=O)c1cc2ccccc2[nH]1	97
O=C1NC2CSC(CCCCC(=O)ON3C(=O)CCC3=O)C2N1 (stereo unspecified)	127
CSc1nc(NCC(C)C)nc(NCC(C)C)n1	122
O=S(=O)(NC1c2ccccc2CC1O)c1ccc(Cl)cc1 (stereo unspecified)	100
O=C(CCl)c1cccnc1C(=O)O	106
CC#Cc1nc(Nc2cc(C)[nH]n2)c2ccccc2n1	4.1*[100 µM]
NS(=O)(=O)c1ccc(CCn2c(SCC(=O)N/N=C/c3ccccc3Cl)nc3ccccc3c2=O)cc1	23
CCCCCCc1cc2cc(-c3csc(/C=C/c4ccccc4)n3)c(=O)oc2cc1O	-47*
Cc1nn(-c2ccccc2)c(C)c1C(=O)Nc1nnc(-c2ccco2)o1	62
Cc1ccc2c(c1N)C(=O)c1ccccc1C2=O	102
COC(=O)c1nc(=S)[nH]c(C(=O)OC)c1C(=O)c1ccc(O)cc1	100
Cc1cc(C)cc(Nc2nccc(-c3c(-c4ccc(F)cc4)ncn3C3CCNCC3)n2)c1	-59*
CC1=C2[C@H]3OC(=O)[C@@H](C)[C@@H]3CC[C@@]2(C)C=CC1=O	87
COc1ccc(OC)c(/C=C/c2nnc(Nc3ccc(Cl)cc3)o2)c1	81
CCOC1CCCC(n2cnc3c(=S)nc[nH]c32)O1 (stereo unspecified)	83
CSc1nc(N)nc2c1ncn2C1OC(CO)C(O)C1O (stereo unspecified)	119
N#CC1=C(N)n2nc(-c3ccccc3)nc2NC1c1ccc(Cl)cc1 (stereo unspecified)	104
CS(=O)(=O)Nc1cc(-c2ccc3ncnc(Nc4ccc5c(cnn5Cc5ccccc5F)c4)c3c2)cnc1Cl	23
CC[C@@H](C)/C=C(C)/C=C/C(O)=C1\C(=O)N[C@@H]([C@H](O)c2ccc(OC(=O)[C@@]34CC[C@@](C)(C(=O)O3)C4(C)C)cc2)C1=O	80
CC(=O)O[C@H]1[C@H](CC#CC#CC[C@@H]2C[C@]3(C)[C@H]4CC=C5[C@H]6[C@@H](C)[C@H](C)CC[C@]6(C(=O)NCCCN6CCN(CCCN)CC6)CC[C@@]5(C)[C@]4(C)CC[C@H]3C(C)(C)[C@H]2OC(C)=O)C[C@]2(C)[C@H]3CC=C4[C@H]5[C@@H](C)[C@H](C)CC[C@]5(C(=O)NCCCN5CCN(CCCN)CC5)CC[C@@]4(C)[C@]3(C)CC[C@H]2C1(C)C	105
Cc1ccc(N=Cc2ccccc2O)cc1Cl	117
CC(=O)C1CCC2C3CC=C4CC(OC(=O)Cc5ccc(N(CCCl)CCCl)cc5)CCC4(C)C3CCC12C (stereo unspecified)	101
COc1cccc(CC2(N3CCC(CN(CC(F)(F)F)C(=O)c4cc5ccccc5[nH]4)CC3)CC2)c1	71
O=C(NC1C(O)OC(CO)C(O)C1O)NS(=O)(=O)c1ccc(CCNC(=O)c2cccc(Cl)c2)cc1 (stereo unspecified)	101
O=[N+]([O-])c1ccc2c(c1)Cc1cc(I)ccc1-2	93
COc1ccc(C=Nc2cc(C(C)C)c(O)cc2C)cc1S(=O)(=O)O	118
O=C(O)CCCCCCCCCCN1C(=O)CSC1=S	90
Cc1c(Cc2ccccc2)c(=O)oc2c(C)c(OCC(=O)NN3C(=O)c4ccccc4C3=O)ccc12	98
COc1ccc(NC(=O)N/N=c2\cc(C)c3ccc(O)cc3o2)cc1	88
CCCCc1ccc(NC(=O)CSc2nnc(-c3ccccc3F)n2N)cc1	81
COc1cc(/C=C\c2cc(OC)c(OC)c(OC)c2)cc(N/C=C\C(=O)c2c[nH]c3ccccc23)c1OC	-30*
CC(=O)Nc1cccc([As](=O)(c2cccc(NC(C)=O)c2)c2cccc(NC(C)=O)c2)c1	94
Cc1nnc(N2CCN(c3ccccc3)CC2)c2ccccc12	103
COc1ccc(NC(=O)NS(=O)(=O)c2ccc(N3N=C(c4cc5ccccc5oc4=O)CC3c3ccc(OC)c(OC)c3)cc2)cc1 (stereo unspecified)	130
O=C(C[n+]1cc(Br)cc2ccccc21)c1ccc(O)c(O)c1	68
COc1cc(OC)c(/C=C/C(=O)/C=C(/C=C/c2c(OC)cc(OC)cc2OC)OB(F)F)c(OC)c1	98
CS(=O)(=O)Nc1cc(-c2ccc3ncnc(Nc4ccc(F)c(Cl)c4)c3c2)ccc1Cl	65

New compounds follow
SMILES	HL-60(TB)
COc1ccc(-c2nc3ccc(-c4nnc(SCC(=O)Nc5ccccc5)o4)cc3[nH]2)cc1	48
O=C(CC1C=CCC1)Nc1ccccc1 (stereo unspecified)	90
CCCCCCCCCCCCC1CCC/C=C\CCC(=O)O1 (stereo unspecified)	89
Cc1c(-c2nc3ccc(F)cc3c(=O)[nH]2)c2ccccc2n1C	5.0*
CC(=O)Nc1ccc2cc3ccc(NC(C)=O)cc3nc2c1	96&131
COc1cccc(NC(=O)c2cccc(-c3cc(=O)c4c(O)c(OC)c(OC)cc4o3)c2)c1	83
O=C(O)/C(=C\c1cccc([N+](=O)[O-])c1)c1ccccc1	110
COc1ccc(-c2ccc(-c3ccc(C(=N)N)nc3)s2)cc1	-47*
Cc1ccc2[nH]c(=S)[nH]c(=O)c2c1	105
COc1ccc(C(=O)CC23C(=O)NC(=O)C2C(=O)NC3=O)cc1OC (stereo unspecified)	68
COC(=O)C(Br)C(OC(C)=O)c1ccc(OC)c(OC)c1 (stereo unspecified)	98
CC(=O)c1ccc(NC(=O)CSc2nnc(-c3ccc4nc(-c5ccc(Cl)cc5)[nH]c4c3)o2)cc1	94
N#Cc1c(NC(=O)c2ccccc2)n[nH]c1N	93
O=C(N/N=C/c1ccc(-c2ccc(O)cc2)s1)c1[nH]c2ccc(Br)cc2c1-c1ccccc1	-12*
CS(=O)(=O)c1ccc(Nc2nc(N[C@H]3CCCC[C@@H]3N)nc3cc[nH]c(=O)c23)cc1	48

17 of these compounds in another layout:
| mol | HL-60(TB) |
| --- | --- |
| COc1cc(OC)c(/C=C/C(=O)/C=C(/C=C/c2c(OC)cc(OC)cc2OC)OB(F)F)c(OC)c1 | 98 |
| CS(=O)(=O)Nc1cc(-c2ccc3ncnc(Nc4ccc(F)c(Cl)c4)c3c2)ccc1Cl | 65 |
| COc1ccc(-c2nc3ccc(-c4nnc(SCC(=O)Nc5ccccc5)o4)cc3[nH]2)cc1 | 48 |
| O=C(CC1C=CCC1)Nc1ccccc1 (stereo unspecified) | 90 |
| CCCCCCCCCCCCC1CCC/C=C\CCC(=O)O1 (stereo unspecified) | 89 |
| Cc1c(-c2nc3ccc(F)cc3c(=O)[nH]2)c2ccccc2n1C | 5.0* |
| CC(=O)Nc1ccc2cc3ccc(NC(C)=O)cc3nc2c1 | 96&131 |
| COc1cccc(NC(=O)c2cccc(-c3cc(=O)c4c(O)c(OC)c(OC)cc4o3)c2)c1 | 83 |
| O=C(O)/C(=C\c1cccc([N+](=O)[O-])c1)c1ccccc1 | 110 |
| COc1ccc(-c2ccc(-c3ccc(C(=N)N)nc3)s2)cc1 | -47* |
| Cc1ccc2[nH]c(=S)[nH]c(=O)c2c1 | 105 |
| COc1ccc(C(=O)CC23C(=O)NC(=O)C2C(=O)NC3=O)cc1OC (stereo unspecified) | 68 |
| COC(=O)C(Br)C(OC(C)=O)c1ccc(OC)c(OC)c1 (stereo unspecified) | 98 |
| CC(=O)c1ccc(NC(=O)CSc2nnc(-c3ccc4nc(-c5ccc(Cl)cc5)[nH]c4c3)o2)cc1 | 94 |
| N#Cc1c(NC(=O)c2ccccc2)n[nH]c1N | 93 |
| O=C(N/N=C/c1ccc(-c2ccc(O)cc2)s1)c1[nH]c2ccc(Br)cc2c1-c1ccccc1 | -12* |
| CS(=O)(=O)c1ccc(Nc2nc(N[C@H]3CCCC[C@@H]3N)nc3cc[nH]c(=O)c23)cc1 | 48 |

Further compounds follow:
SMILES	HL-60(TB)
CC1(C)CC[C@]2(c3nnc(-c4ccncc4)o3)CC[C@]3(C)C(=CC[C@@H]4[C@@]5(C)CCC(=O)C(C)(C)[C@@H]5CC[C@]43C)[C@@H]2C1	31
O=C1CSC(c2cccc(Oc3ccccc3)c2)N1CCc1cccs1 (stereo unspecified)	74
CCOC(=O)c1sc(-c2ccc(OS(=O)(=O)c3ccccc3)c(C=O)c2)nc1C	43
Cc1ccc2oc(=O)cc(/C(=C3/C=CC=N3)c3ccc[nH]3)c2c1	-14*
COc1cccc(/C=C/C(=O)c2cc3c(N)c(C(=O)Nc4ccccc4C)sc3nc2C)c1	26
COC(=O)CN/C(CCCOC(=O)Nc1cccc(Cl)c1)=C(/C#N)c1nc2ccccc2c(=O)[nH]1	100
CN(C)Cc1ccc(Br)cc1	111
COc1ccc(Cn2c(C)cc3c2CSCC3=O)cc1	56[100 µM]
O=C(NCCNc1nccc(-c2c(-c3cccc(O)c3)nc3sccn23)n1)Nc1cc(C(F)(F)F)cc(C(F)(F)F)c1	97
CCCCCc1cc[n+](CC(=O)c2cccs2)cc1	75
Nc1cccc(S(N)(=O)=O)c1	98
CC(=O)NS(=O)(=O)c1ccc(NC(=O)CSC2=NC(c3ccc(Cl)cc3)C(C(C)=O)=C(C)N2)cc1 (stereo unspecified)	91
O=C(O)COc1cccc(C(=O)/C=C/c2ccc(F)cc2)c1	93
CCc1cc(C)cc(C(C)(C)C)c1	98
Oc1cccc2ccc(N/N=C/c3cc(CN4CCCCC4)c(O)c4ncccc34)nc12	-12*
CC(C)C[C@H](NC(=O)CN1C(=O)CN=C(c2ccccc2)c2ccccc21)B(O)O	103
O=C1c2cccc3cccc(c23)C(=O)N1CCCCCN1CCN(CCCCCOc2ccc(-c3nc4ccc(N5CCOCC5)cc4[nH]3)cc2)CC1	3.0*
Cc1c(C(=O)NNC(=O)Nc2ccc(Cl)cc2)nnn1-c1ccc(F)cc1	98
CSc1nnc2c3cc(Br)cc(Br)c3n(C)c2n1	88
COC(=O)c1nc(N)nc(C(=O)OC)c1C(=O)C(C)(C)C	91
CC/C(=C(/c1ccc(OCCN(C)C)cc1)c1ccc(OC(=O)CCCCCCCCC(=O)c2c(C)[nH]c(/C=C3\N=C(c4ccc[nH]4)C=C3OC)c2C)cc1)c1ccccc1	77
COC(=O)C1CCc2c(ccc3c2CCCC3)C1=O (stereo unspecified)	101
CCC(c1ccc(OC)cc1)C(CC)c1ccc(OCC[N+](C)(C)C)cc1 (stereo unspecified)	-17*
O=C(Cc1ccccn1)c1ccncc1	77
Cc1nn(-c2ccc(Cl)cc2)c2ncnc(N/N=C/c3ccccc3O)c12	1.7*
Cn1cc(CC(N)C(=O)O)c2ccccc21 (stereo unspecified)	83
CC1=C(C)C(=O)C(Nc2cccc(C)c2)=C(Br)C1=O	37
C=CCOC(=O)[C@@H]1CCCN1CC=C	94
O=C1c2cccc(Sc3ccccc3)c2C(=O)c2c(Sc3ccccc3)cccc21	87
Cc1ccc(-c2csc(-n3[nH]c(=O)ccc3=O)n2)cc1	98
O=C(CN1CCCCC1)Nc1ccc2oc(=O)ccc2c1	78
CC(=O)Nc1cccc(-c2[nH]c3ccccc3c2/C=N/NC(=O)c2cccnc2)c1	89
CCCCCCCCCCCCCCNC1=C(Br)C(=O)c2c(C(=O)OC)c(C)nc(C)c2C1=O	74
COc1cccc(-c2nc(Nc3cccc(S(N)(=O)=O)c3)c3ccccc3n2)c1	90
Cc1cc2nc(C(Cl)Cl)nc(-c3ccco3)n2n1	-5.0*
COS(=O)(=O)c1ccc(C)cc1	108
CC/C(=C(/c1ccc(Cl)cc1)c1ccc(OCCN)cc1)c1ccccc1	43
COc1ccccc1NC(=O)c1nc(-c2cc(OC)c(OC)c(OC)c2)n(-c2ccc(F)c(F)c2)n1	72
Cc1cccc2c1C[C@@]1(C2=O)C(c2ccccc2)=NOS1=O (stereo partly specified)	97
O=C1NC(=S)NC1(c1ccccc1)c1ccccc1	88
COc1cccc2cc(-c3cc4ccccc4[nH]3)/c(=N/C(=O)Nc3ccc(Cl)cc3)oc12	131
Cc1ccc2nc(NC(=O)CSc3nc(-c4ccccc4)c(C#N)c(C(C#N)C#N)n3)sc2c1	97
CC(C)c1ccc(NC(=O)Nc2ccc(NC(=O)CCCC(=O)Nc3ccccn3)cc2)cc1	11
Brc1ccc(Oc2ccc(Br)cc2Br)c(Br)c1	108
O=C1Nc2ccc(F)cc2/C1=C/c1cccc(OCc2ccccc2)c1	-17*
